Fh CTSL1 inh: Fasciola hepatica cathepsin L1 inhibitors, primary screen, counter-screen for PFM18AAP inhibitor project, biochemical, QFRET, fluorogenic peptide substrate; recombinant F. hepatica cathepsin L1, Z-Leu-Arg-MCA fluorescence; AID 1906, 2009; inhibition, % at 5.96 µM; 300,000 tested, 0.49% active;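 active means inhibition above the mean of all tested compounds plus 3 SD, set per screening campaign, cut at about 17% in these data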;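 further: 0% = plate median of test compound wells and 100% = 1 µM Z-Phe-Ala-diazomethylketone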
PP5 primary: PP5 phosphatase inhibitors, primary screen, biochemical, fluorescence | Serine/threonine-protein phosphatase 5 (Homo sapiens), P53041 | purified PP5c, OMFP substrate fluorescence | inhibition, % at 6.7 µM | 320,000 tested, 0.18% active | AID 1987, 2009;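 active means inhibition above the campaign's mean inhibition across all tested compounds plus 3 SD, cut at about 9.5% in these data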;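 further: 0% = DMSO only and 100% = 100 µM cantharidin control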
Efflux pump mplx: inhibitors of Candida efflux pumps in yeast, primary screen, S. cerevisiae, Nile Red, multiplex | inhibition, % at 10 µM | 330,000 tested, 0.44% active | S. cerevisiae Candida pump triplex;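 active means plate passing quality check with inhibition over a set limit, or well fluorescence over plate mean plus 4 SD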;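 further: Nile Red retained in pooled yeast measured as flow cytometry median fluorescence; 0% = buffer negative control and 100% = Enniatin B positive control; higher means more Nile Red kept so more efflux inhibition; some compounds called inactive have numbers as strong as hits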
PP1 inh: PP1-alpha phosphatase inhibitors, primary screen, counter-screen for PP5 inhibitor project, biochemical, fluorescence, OMFP substrate, single point. Serine/threonine-protein phosphatase PP1-alpha catalytic subunit (Homo sapiens), P62136. purified PP1alpha. inhibition, % at 6.7 µM. 320,000 tested, 0.9% active. AID 2235, 2010;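 active means inhibition above the mean inhibition of all tested compounds plus 3 SD, computed separately for each screening campaign, cut at about 15% in these data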
Target sequence (P62136 whole entry, looked up): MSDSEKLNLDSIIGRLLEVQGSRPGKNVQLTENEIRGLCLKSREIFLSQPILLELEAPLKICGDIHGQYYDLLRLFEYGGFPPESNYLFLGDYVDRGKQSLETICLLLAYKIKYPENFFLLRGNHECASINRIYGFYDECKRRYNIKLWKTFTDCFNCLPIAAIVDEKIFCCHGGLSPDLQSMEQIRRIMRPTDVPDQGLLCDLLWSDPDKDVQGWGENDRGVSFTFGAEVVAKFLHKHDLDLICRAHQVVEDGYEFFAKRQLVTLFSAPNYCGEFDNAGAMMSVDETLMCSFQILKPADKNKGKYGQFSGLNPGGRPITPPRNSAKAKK
TPT1 inh: Candida albicans TPT1 enzyme inhibitors, primary screen, biochemical, fluorescence polarization. inhibition, % at 5 µM. 300,000 tested, 0.81% active. recombinant caTPT1, FP RNA substrate dephosphorylation. tRNA 2'-phosphotransferase TPT1 (Candida albicans SC5314). AID 1962, 2009;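 active means inhibition above the mean of all tested compounds plus 3 SD, set per screening campaign, cut at about 24% in these data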;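 further: plate controls were DMSO alone for no effect and ferristatin control at 100 nM for full effect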
PREPL inh: PREPL enzyme inhibitors, primary screen, biochemical, fluorescence polarization; Prolyl endopeptidase-like (Homo sapiens), Q4J6C6; recombinant PREPL, fluorescence polarization activity-based probe; inhibition, % at 5.96 µM; 320,000 tested, 0.68% active; AID 2751, 2010; in the data active means inhibition above about 43%;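 further: 0% = enzyme with DMSO and 100% = wells lacking enzyme; many of its hits are not listed in these tables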
HCV core dimer: inhibitors of HCV core protein dimerization, primary screen, biochemical, TR-FRET, high-throughput; TR-FRET GST/Flag-core106 dimerization, 1536-well; inhibition, % at 5 µM; 300,000 tested, 0.33% active; AID 1899, 2009;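 active means inhibition above the mean of all tested compounds plus 3 SD, set per screening campaign, cut at about 45% in these data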
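System: GST-tagged and Flag-tagged HCV core protein residues 1-106 / Input: core106 proteins, GST 13.5 nM and Flag 17 nM / Buffer or medium: KF-containing HEPES buffer, pH 7.45, DTT, CHAPS, BSA / Probe or stimulus: Eu-anti-GST and XL665-anti-Flag labelled anti-tag antibodies / Schedule: 4 h, 22.5 °C incubation / Technique: TR-FRET 671 and 617 nm emission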
EBNA-1 inhibitor: EBNA-1 DNA-binding inhibitors, primary screen, biochemical, fluorescence polarization; inhibition, % at 14.8 µM; 300,000 tested, 0.34% active; in the data active means inhibition above about 28%
ZTA counter: counter-screen for EBNA-1 inhibitors: inhibitors of Epstein-Barr virus ZTA | P03206 | ZTA-DNA binding, fluorescence polarization | inhibition, % at 11 µM | 320,000 tested, 0.15% active | AID 2234; in the data active means inhibition above about 33%
Target sequence (P03206 whole entry, looked up): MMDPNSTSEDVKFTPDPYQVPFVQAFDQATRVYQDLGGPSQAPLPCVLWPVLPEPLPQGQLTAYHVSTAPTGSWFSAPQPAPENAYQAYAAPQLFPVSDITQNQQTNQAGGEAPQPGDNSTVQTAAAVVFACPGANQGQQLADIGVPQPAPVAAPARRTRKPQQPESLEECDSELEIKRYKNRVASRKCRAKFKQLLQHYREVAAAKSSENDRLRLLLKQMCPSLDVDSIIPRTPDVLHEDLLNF
Starred values were filed as active, the others as inactive; x = no result given.

1	CCOc1ccc(Nc2nc(Cc3nnc(SCC(=O)NCC4CCCO4)n3C)cs2)cc1 (centres undefined)
2	Cc1ccsc1C(=O)OCC(=O)c1ccc(OC(F)F)cc1
3	CCOc1ccc(N(C(C)C(=O)NCc2ccco2)S(C)(=O)=O)cc1 (centres undefined)
4	O=C(C1CN(C(=O)c2cc3cc(Cl)ccc3o2)c2ccccc2O1)N1CCCCC1 (centres undefined)
5	NS(=O)(=O)c1ccc(CCNCC(=O)N2CCC(Cc3ccccc3)CC2)cc1
screen / no. | 1 | 2 | 3 | 4 | 5
Fh CTSL1 inh | 1 | x | -2 | x | 0
PP5 primary | 0.0 | 4.5 | -1.5 | 2.2 | -0.1
Efflux pump mplx | 0.1 | -0.1 | 0.1 | -0.1 | -0.2
PP1 inh | 1 | -4 | -4 | 2 | 0
TPT1 inh | 5 | x | 0 | x | -2
PREPL inh | 12 | -2 | 9 | 24 | -13
HCV core dimer | -3 | x | 3 | x | -4
EBNA-1 inhibitor | -11 | x | -10 | x | 4
ZTA counter | 7 | 3 | -1 | -7 | 16

6	Nc1ccc(S(=O)(=O)NC(=O)c2ccccc2)cc1
7	NS(=O)(=O)c1ccc2nc(NC(=O)c3ccc4ncsc4c3)sc2c1
8	O=C(CCN1C(=O)/C(=C\c2cccs2)SC1=S)Nc1nccs1
9	CN(C)/C=N/c1c(C#N)cnn1-c1ccc(C(F)(F)F)cn1
10	Cc1ccc(-c2nc3ccccn3c2NCc2ccc3c(c2)OCO3)cc1
screen / no. | 6 | 7 | 8 | 9 | 10
Fh CTSL1 inh | 0 | 4 | -6 | 0 | 3
PP5 primary | -1.0 | 0.8 | -2.8 | 1.6 | 2.3
Efflux pump mplx | 0.0 | -0.1 | 0.3 | 0.1 | 0.2
PP1 inh | 2 | 4 | 6 | 1 | -1
TPT1 inh | 1 | -1 | -1 | -11 | -4
PREPL inh | 20 | 15 | 6 | 16 | 10
HCV core dimer | 2 | -2 | 0 | 4 | -1
EBNA-1 inhibitor | -1 | 7 | -10 | -4 | -20
ZTA counter | -5 | -11 | -3 | -9 | 1

11	CCC(Sc1nc2n[nH]c(C)c2c(=N)n1-c1cccc(Cl)c1C)C(=O)N(CC)CC (centres undefined)
12	COc1ccc(OC)c(NC(=O)CN2C(=O)C(=O)N(Cc3ccccc3)C2=O)c1
13	COC(=O)c1cccc(-n2[nH]nnc2=S)c1
14	CN1CC(=O)N2C(c3ccc(Cl)cc3)c3[nH]c4ccccc4c3C[C@H]2C1=O (some centres undefined)
15	CC(C)/C=C1\CCc2c([nH]c3ccccc23)C1=O
screen / no. | 11 | 12 | 13 | 14 | 15
Fh CTSL1 inh | 3 | x | 0 | -2 | 0
PP5 primary | 0.9 | 0.7 | -0.2 | 1.5 | 2.5
Efflux pump mplx | 0.2 | 0.0 | -0.1 | -0.2 | 0.0
PP1 inh | 0 | -3 | -2 | -3 | 5
TPT1 inh | -1 | x | -1 | -2 | 0
PREPL inh | -2 | 3 | -13 | -5 | -7
HCV core dimer | 14 | x | 2 | 7 | 21
EBNA-1 inhibitor | -9 | x | -6 | -11 | -3
ZTA counter | -9 | -8 | -6 | -7 | 17

16	COc1ccc(NC(=O)CN2C(=O)NC(CC(C)C)C2=O)cc1S(=O)(=O)N1CCOCC1 (centres undefined)
17	Cc1ccc(S(=O)(=O)NC2=C(N3CCN(c4ccccc4F)CC3)C(=O)c3ccccc3C2=O)cc1
18	O=C(CSc1cc(Cl)ccc1Cl)NC1CC1
19	Cc1cc2c3c(c1)C1(C(=O)N3C(C)(C)CC2C)C(C#N)=C(N)Oc2n[nH]c(C)c21 (centres undefined)
20	COc1cccc(CNC(=O)c2ccc(C)c(S(=O)(=O)N3CCOCC3)c2)c1
screen / no. | 16 | 17 | 18 | 19 | 20
Fh CTSL1 inh | x | -1 | x | 1 | -3
PP5 primary | 4.0 | 2.0 | -0.4 | 0.5 | 0.3
Efflux pump mplx | 0.1 | 0.0 | -0.3 | 0.0 | -0.1
PP1 inh | -3 | -1 | -7 | 5 | -5
TPT1 inh | x | -7 | x | -1 | -5
PREPL inh | 16 | 30 | -9 | 7 | 3
HCV core dimer | x | 23 | x | 3 | -2
EBNA-1 inhibitor | x | 0 | x | 11 | 4
ZTA counter | 5 | 4 | -23 | 5 | -12

21	Cc1cc(/C=N/NC(=O)c2nn(C)cc2Cl)c(C)n1-c1cccc(Br)c1
22	Cc1cc(NC(=O)c2cc3n(n2)C(C(F)(F)F)CC(c2ccco2)N3)no1 (centres undefined)
23	O=C(c1ccco1)N1CCN(C(=O)C2CC(c3ccccc3F)=NO2)CC1 (centres undefined)
24	Cc1ccc2c(c1)c(-c1ccccc1)nc1nncn12
25	O=C(CSc1cccc[n+]1[O-])c1cc(Cl)ccc1Cl
screen / no. | 21 | 22 | 23 | 24 | 25
Fh CTSL1 inh | 1 | 1 | 0 | 3 | -3
PP5 primary | 3.0 | -2.1 | -3.0 | 0.2 | -0.9
Efflux pump mplx | -0.1 | 0.1 | 0.0 | -0.1 | 0.0
PP1 inh | -2 | 1 | -3 | -5 | 4
TPT1 inh | -1 | 0 | -1 | -3 | 3
PREPL inh | -5 | 5 | 2 | 0 | 7
HCV core dimer | 3 | -5 | 8 | -9 | -5
EBNA-1 inhibitor | -4 | 0 | 9 | -3 | -8
ZTA counter | -10 | -3 | 9 | -11 | 1

26	CC(C)CCN1C(Nc2ccccc2)=NC[C@@H]1Cc1ccccc1
27	CCCCOC(=O)c1ccc(NC(=O)c2nn(C)cc2Br)cc1
28	CN1CCN(NC(=O)/C=C/c2cccc(Cl)c2)CC1
29	CCN(C(=O)CSc1nncn1-c1ccccc1)c1c(N)n(Cc2ccccc2)c(=O)[nH]c1=O
30	COCC(C)NS(=O)(=O)c1ccc(OC)cc1 (centres undefined)
screen / no. | 26 | 27 | 28 | 29 | 30
Fh CTSL1 inh | 7 | 6 | 2 | 3 | -2
PP5 primary | 0.9 | 3.8 | 1.4 | 1.5 | -2.2
Efflux pump mplx | 0.0 | 0.0 | 0.0 | 0.0 | 0.0
PP1 inh | 0 | 8 | 0 | 2 | -2
TPT1 inh | 2 | -1 | -2 | -4 | 3
PREPL inh | 15 | -12 | 6 | -6 | -7
HCV core dimer | 5 | 7 | 10 | 2 | -1
EBNA-1 inhibitor | 1 | -6 | 11 | 1 | -1
ZTA counter | 19 | -9 | 4 | 0 | -8

By substructure, those above with a Cl atom.
4	O=C(C1CN(C(=O)c2cc3cc(Cl)ccc3o2)c2ccccc2O1)N1CCCCC1 (centres undefined)
11	CCC(Sc1nc2n[nH]c(C)c2c(=N)n1-c1cccc(Cl)c1C)C(=O)N(CC)CC (centres undefined)
14	CN1CC(=O)N2C(c3ccc(Cl)cc3)c3[nH]c4ccccc4c3C[C@H]2C1=O (some centres undefined)
18	O=C(CSc1cc(Cl)ccc1Cl)NC1CC1
21	Cc1cc(/C=N/NC(=O)c2nn(C)cc2Cl)c(C)n1-c1cccc(Br)c1
25	O=C(CSc1cccc[n+]1[O-])c1cc(Cl)ccc1Cl
28	CN1CCN(NC(=O)/C=C/c2cccc(Cl)c2)CC1
screen / no. | 4 | 11 | 14 | 18 | 21 | 25 | 28
Fh CTSL1 inh | x | 3 | -2 | x | 1 | -3 | 2
PP5 primary | 2.2 | 0.9 | 1.5 | -0.4 | 3.0 | -0.9 | 1.4
Efflux pump mplx | -0.1 | 0.2 | -0.2 | -0.3 | -0.1 | 0.0 | 0.0
PP1 inh | 2 | 0 | -3 | -7 | -2 | 4 | 0
TPT1 inh | x | -1 | -2 | x | -1 | 3 | -2
PREPL inh | 24 | -2 | -5 | -9 | -5 | 7 | 6
HCV core dimer | x | 14 | 7 | x | 3 | -5 | 10
EBNA-1 inhibitor | x | -9 | -11 | x | -4 | -8 | 11
ZTA counter | -7 | -9 | -7 | -23 | -10 | 1 | 4

Screens (PubChem BioAssay)

The list is partial (hit frequency here may not be typical).
